Compound activity as filed in PubChem.
Redox H2O2 prof: compounds producing H2O2 with reducing agent – biochemical, NIH compound library profiling, artefact control for MLSCN library redox annotation, primary screen | 200,000 tested, 0.03% active | DTT-dependent redox cycling H2O2, phenol red/HRP absorbance; 100% = 100 µM peroxide control, 0% = buffer | activation, % at 10 µM;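 active = activation of at least 50% relative to the plate's high and low controls in the primary single-dose screen; inactive = activation below 50%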;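 note: compound incubated with DTT at 0.8 mM final as the reducing agent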
TNAP inh hi DEA: blocks human TNAP under high phosphate acceptor concentration. P05186. purified TNAP, CDP-star luminescence, 1 M DEA. inhibition, % at 20 µM. 200,000 tested, 0.03% active. AID 1135;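 active = over 50% inhibition of tissue-nonspecific alkaline phosphatase at 20 µM in the single-dose screen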;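 note: plate controls were DMSO wells for no effect and EDTA-quenched wells as full inhibition for full effect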
Target sequence (P05186 whole entry, looked up): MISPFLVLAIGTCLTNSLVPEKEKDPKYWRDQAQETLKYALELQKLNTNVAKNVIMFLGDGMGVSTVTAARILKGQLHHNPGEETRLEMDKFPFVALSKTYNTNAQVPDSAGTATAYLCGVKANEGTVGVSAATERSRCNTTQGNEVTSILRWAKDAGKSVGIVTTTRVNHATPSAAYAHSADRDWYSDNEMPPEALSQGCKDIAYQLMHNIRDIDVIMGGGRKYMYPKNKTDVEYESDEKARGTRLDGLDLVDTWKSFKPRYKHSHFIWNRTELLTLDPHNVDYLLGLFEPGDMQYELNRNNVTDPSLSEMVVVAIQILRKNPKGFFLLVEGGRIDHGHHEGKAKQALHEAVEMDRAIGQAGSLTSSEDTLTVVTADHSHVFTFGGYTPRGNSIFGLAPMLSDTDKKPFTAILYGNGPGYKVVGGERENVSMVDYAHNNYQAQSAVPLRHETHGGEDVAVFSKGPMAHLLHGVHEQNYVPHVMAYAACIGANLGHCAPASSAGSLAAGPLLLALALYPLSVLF
PMI activator: increases human mannose-6-phosphate isomerase activity. 190,000 tested, 0.005% active. activation factor at 20 µM. purified human PMI, coupled resazurin fluorescence, 20 min; hits give high values; 1 = vehicle control, 0 substrate-free wells. P34949. AID 1214;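 active = activation factor of 2 or more at 20 µM, relative to plate controls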
TNAP inh noacc: TNAP (human) inhibition, acceptor-free conditions | P05186 | purified TNAP, CDP-star luminescence, 30 min | inhibition, % at 20 µM | 200,000 tested, 0.26% active;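 active = tissue-nonspecific alkaline phosphatase inhibition above about 50% at 20 µM in the single-dose screen, limit read from the data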;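 note: 0% = DMSO negative control and 100% = EDTA positive control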
RAM network inh: yeast RAM network inhibition; AID 868; 190,000 tested, 1.8% active; S. cerevisiae dse1pr::URA3 reporter, 5-FOA growth OD615, 2 d; analog-sensitive cbk1-as2 kinase mutant strain; inhibition, % at 50 µM;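 active = inhibition above a set limit, 3 SD over mean compound inhibition, cut at about 8.4% in these data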;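 note: 0% = DMSO-only wells with no growth and 100% = 10 µM 1-NA-PP1 full growth; inhibition rescues growth on 5-FOA so higher OD means more RAM inhibition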
Lmaj promast: inhibitors of Leishmania major promastigote growth | Leishmania major promastigotes, resazurin fluorescence viability | 200,000 tested, 9% active | inhibition, % at 10 µM; in the data active = inhibition above about 50%;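 note: promastigotes grown with compound for 44 hours at 28 °C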
Hsp70 activator: Hsp70 transcriptional activation, primary screen. activation, % at 10 µM. AID 1203. HeLa Hsp70 promoter luciferase reporter, luminescence; scaled: vehicle 0, proteasome-inhibitor control 100%. 200,000 tested, 0.04% active;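 active = activation above the mean across all tested compounds plus 3 SD, cutoff set per campaign, cut at about 5.5% in these data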;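 note: 100% = MG132 at 30 µM as the positive control and 0% = DMSO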
PMI act satM6P: increases human PMI activity with near-saturating mannose 6-phosphate | P34949 | coupled PMI enzyme assay, resazurin fluorescence, 20 min; hits give high values; 1 = untreated enzyme, 0 = substrate-free blank | activation factor at 20 µM | 190,000 tested, 0.34% active | AID 1216;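 active = activation factor of 2 or more at 20 µM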
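Test system: human phosphomannose isomerase with PGI, G6PDH, diaphorase coupling enzymes; Amount: PMI at 15 ng/mL final; Reagent: Mannose-6-phosphate 1.0 mM (near-saturating) plus 0.22 mM NADP+; Timing: 20 min, room temperature; Technique: resorufin fluorescence at Ex 544/Em 590 nm; Dosing: 20 µM single dose.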
S1P3 antag: antagonists of human S1P3 receptor; CHO S1P3 NFAT-BLA reporter, FRET fluorescence, antagonist mode; inhibition, % at 4.98 µM; 170,000 tested, 0.27% active; AID 485;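 active = inhibition above the plate cutoff, the mean inhibition of test wells on that plate plus 3 SD, cut at about 28% in these data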;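 note: cells challenged with S1P at its EC80 of 0.8 µM; blue over green emission ratio from cleaved BLA substrate after 4 h stimulation; 0% = S1P-stimulated wells and 100% = unstimulated DMSO-only wells; some compounds past the cut are filed as inactive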
Target sequence (Q99500 whole entry, looked up): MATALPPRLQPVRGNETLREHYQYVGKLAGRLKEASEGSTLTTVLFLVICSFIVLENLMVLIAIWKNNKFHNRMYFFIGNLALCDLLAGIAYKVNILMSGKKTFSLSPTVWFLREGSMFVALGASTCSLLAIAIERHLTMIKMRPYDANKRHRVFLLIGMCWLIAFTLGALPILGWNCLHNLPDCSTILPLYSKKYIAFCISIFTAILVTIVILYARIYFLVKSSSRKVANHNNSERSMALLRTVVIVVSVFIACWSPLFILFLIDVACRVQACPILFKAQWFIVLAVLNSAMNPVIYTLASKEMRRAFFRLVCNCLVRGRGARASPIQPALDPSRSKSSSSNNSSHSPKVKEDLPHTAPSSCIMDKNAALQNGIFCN
HMGR II inh: inhibitors of class II HMG-CoA reductase from Enterococcus faecalis. AID 1066. purified E. faecalis HMGR, NADPH absorbance 340 nm kinetic. inhibition, % at 10 µM. 190,000 tested, 0.41% active;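 active = inhibition above a set limit, the median over all tested compounds plus 3 SD, cut at about 9.5% in these data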;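 note: enzyme runs in reverse so mevalonate oxidation gives rising NADPH absorbance; 0% = complete reaction with DMSO and 100% = background rate lacking mevalonate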
Numbers without * were called inactive; . = no result given. An unsorted share of the library. About 12% of those tested had a hit in this group.

SMILES | Redox H2O2 prof | TNAP inh hi DEA | PMI activator | TNAP inh noacc | RAM network inh | Lmaj promast | Hsp70 activator | PMI act satM6P | S1P3 antag | HMGR II inh
Cc1[nH]c2ccccc2c1C(c1ccccn1)N1CCCC1 (stereo unspecified) | 0.4 | 1 | 1 | 1 | 0.0 | 20 | -0.1 | 1 | -9 | -3
Cc1cccc(NS(=O)(=O)c2cc(C(=O)N3CCOCC3)ccc2Cl)c1 | -1.3 | -4 | 1 | -3 | 0.9 | -8 | -0.2 | 0.9 | 6 | -2
CC(C)c1ccc2[nH]c3c(c2c1)CCCC3=O | 0.1 | -6 | 0.9 | -6 | -0.7 | -3 | -0.2 | 0.9 | -15 | -1
CCOC(=O)C1C(c2ccc(OC)cc2)N(C)OC1(O)C(F)(F)F (stereo unspecified) | -1.1 | -7 | 1.1 | -17 | 1.0 | -7 | -0.2 | 1.1 | -28 | -5
O=C(Nc1nc(-c2cc3ccccc3o2)cs1)c1ccc(S(=O)(=O)N2CCCC2)cc1 | -0.2 | -8 | 1 | -1 | 3.4 | 23 | -0.1 | 1 | -10 | -5
CCOC(=O)Cc1csc(SCC(=O)NC2CCCCC2)n1 | 0.0 | -3 | 1.1 | -10 | 1.0 | 47 | -0.2 | 1.1 | -6 | 6
CSc1cccc(NC(=O)COc2ccccc2)c1 | 1.6 | -8 | 0.7 | -11 | 1.5 | -2 | 0.1 | 0.9 | 23 | 1
CCCn1c(SCC(=O)Nc2ccc3c(c2)CCC3)n[nH]c1=O | -0.2 | -3 | 1 | 11 | 0.7 | 2 | -0.3 | 1 | -3 | 0
O=C(O)c1ccc(N/N=C/c2ccc3ncccc3c2)cc1 | 0.4 | 1 | 1.5 | 3 | 4.0 | -9 | -0.4 | 2.3* | -30 | -1
CCc1ccc(NC(=O)C(C)OC(=O)/C=C/c2cccc([N+](=O)[O-])c2)cc1 (stereo unspecified) | 1.6 | -2 | 1 | -9 | 2.9 | -7 | -0.2 | 1 | -10 | -1
O=C(NCCN1CCCCC1)Nc1ccc(F)c(Cl)c1 | 0.9 | -1 | 0.8 | 1 | 2.3 | 9 | -0.4 | 0.9 | 16 | 3
Cc1cc(NC(=O)COC(=O)c2c(C)nn(-c3ccccc3)c2C)no1 | 1.8 | -1 | 1 | -1 | 2.2 | 8 | -0.1 | 0.9 | -6 | 0
COC(=O)CSc1nc2ccccn2c(=O)c1C=O | 0.0 | -2 | 1.4 | -6 | 5.0 | -7 | 0.1 | 1.1 | -1 | -3
COC(=O)c1ccc(NC(=O)NS(=O)(=O)c2ccc(C)cc2)cc1 | -0.4 | -7 | 1.1 | -16 | 2.5 | -1 | 0.4 | 1.1 | -38 | -1
COc1ccc(/C=C/C(=O)c2ccc(NS(=O)(=O)c3ccc(C)cc3)cc2)cc1O | 0.6 | 16 | 0.8 | 5 | 11* | 100* | -0.4 | 0.8 | -3 | 0
O=c1cc(CSc2ccccc2)[nH]c(=S)[nH]1 | 1.9 | 2 | 1.1 | -5 | 1.1 | -6 | -0.4 | 1.1 | . | -2
CCOC(=O)N1CCN(CCC(=O)Nc2cc(C)ccc2OC)CC1 | 0.1 | 1 | 0.9 | -3 | 0.2 | -9 | -0.2 | 0.9 | -13 | -1
COC(=O)CSc1nc(C)c2ccc(OC)cc2n1 | 0.0 | -4 | 1.1 | -9 | -0.1 | 0 | -0.4 | 0.9 | . | -3
CCOC(=O)c1ccc(NC2c3ncccc3C(=O)N2Cc2ccc(F)cc2)cc1 (stereo unspecified) | -5.0 | -6 | 1.1 | 0 | 0.8 | 18 | -0.1 | 1.1 | -13 | -7
O=C(O)/C=C/C(=O)Nc1ccc(SC(F)(F)F)cc1 | 0.9 | 1 | 1.2 | -3 | 0.1 | -4 | -0.5 | 1.2 | 2 | -1
O=C(c1cc2cc(Br)ccc2o1)N1CCOCC1 | -1.4 | -1 | 1 | 2 | 2.4 | -1 | 0.0 | 1.1 | -18 | -9
Cc1c2c(nc3c(C)cccc13)OC(C)C2 (stereo unspecified) | -1.5 | 1 | 0.9 | -2 | 0.7 | -3 | 0.2 | 0.8 | . | -4
FC(F)(F)C(Oc1nc(NC2CCCCC2)nc(N2CCOCC2)n1)C(F)(F)F | -1.4 | 1 | 0.9 | -4 | 1.0 | 81* | -0.2 | 0.9 | 5 | -11
CCOC(=O)c1c(NC(C)=O)sc2c(OCC(O)CNC(C)(C)C)c(Br)ccc12 (stereo unspecified) | 0.0 | -1 | . | -6 | 1.4 | 101* | -0.2 | . | -31 | 0
COC(=O)c1cc(C#N)c(NCc2ccc(Cl)cc2Cl)nc1C | 1.3 | -6 | 1.1 | -1 | 2.5 | -5 | -0.3 | 1.1 | . | 2
NC(=O)Cc1ccc(C(=O)c2ccccc2)s1 | -1.2 | 3 | 1 | -3 | -1.1 | -6 | 0.1 | 1 | -21 | -2
CCOC(=O)c1sc(NC(=O)CSc2nc3c(cc2C#N)CCCCC3)c(C#N)c1C | -2.9 | 0 | 1 | -9 | 0.4 | 8 | 0.1 | 1.1 | . | 1
O=C(CSc1ccncc1)Nc1ccc2ccccc2c1 | -0.3 | 5 | 0.9 | -1 | 1.2 | 91* | -0.3 | 0.8 | 3 | -1
O=C(Cn1cnc2cc([N+](=O)[O-])ccc2c1=O)NCCc1ccc(F)cc1 | 1.9 | -3 | 0.9 | -6 | 0.3 | 12 | -0.5 | 0.9 | -7 | 1
CCCNC(=O)N1CCN(Cc2ccco2)CC1 | 0.5 | -8 | 0.8 | -13 | 1.1 | -1 | 0.0 | 0.8 | -8 | -6
CC(c1ccon1)N(C)C(=O)CCc1nnc(C2(c3ccc(Cl)cc3)CCC2)o1 (stereo unspecified) | -1.1 | -7 | 0.9 | -8 | 0.3 | 4 | 0.0 | 1 | 9 | -4
Cc1cc(C(=O)Nn2c(-c3ccc(Br)cc3)nc3ccccc3c2=O)ccc1[N+](=O)[O-] | -0.1 | -5 | 0.8 | -9 | 5.8 | 5 | -0.7 | 0.9 | 0 | -3
COc1cccc(Oc2ccc3nnc(C(F)(F)F)n3n2)c1 | -0.9 | -4 | 0.9 | -1 | 0.7 | 2 | -0.5 | 0.8 | -6 | -9
Nc1nc(CSc2nc3ccccc3[nH]2)cs1 | -1.0 | -4 | 1.1 | -19 | -0.6 | -5 | 0.0 | 1 | 2 | 2
CCOC(=O)c1c(C)[nH]c(C(=O)OCC(=O)N2CCN(S(=O)(=O)c3ccccc3)CC2)c1C | 0.2 | -4 | 1 | -24 | 4.5 | -1 | -0.5 | 1.1 | . | -1
CCOC(=O)Cc1nn2c(=O)cc(C)nc2s1 | 3.1 | 0 | 1.3 | -8 | 0.2 | 1 | -0.3 | 1.6 | 3 | 1
Cc1cc(NC(=O)C2(c3ccccc3)CCCC2)no1 | 3.0 | 2 | 0.9 | -5 | 1.3 | 11 | -0.3 | 0.9 | 1 | -5
CC(C)CC1NC2(C(=O)N(C)c3ccccc32)C2C(=O)N(C(C)C)C(=O)C12 (stereo unspecified) | 0.0 | -2 | 0.9 | -6 | -0.9 | -4 | 0.0 | 0.9 | -14 | -2
COc1ccc2nc(/N=C(\N)NC(=O)C(C)(C)C)nc(C)c2c1 | -0.2 | -2 | 0.9 | -7 | 1.0 | 51* | 0.3 | 0.9 | . | 0
CCOC(=O)COc1ccc(C(=O)c2ccccc2)c(O)c1 | 1.3 | -6 | 1 | -10 | 3.1 | -4 | -0.1 | 1 | -17 | -1
CSc1nnc(Cc2sc(-c3ccccc3)nc2-c2ccccc2)o1 | 0.2 | 0 | 0.9 | 6 | 4.0 | 93* | 0.0 | 0.9 | . | -1
O=C(c1ccncc1)N(Cc1cc2ccccc2[nH]c1=O)C1CCCCC1 | -0.6 | -1 | 1.1 | -2 | 1.7 | 0 | -0.3 | 1 | -17 | -8
Cc1ccc(-c2nc(-c3ccccn3)no2)cc1Cl | -0.7 | -6 | 0.8 | -9 | 2.4 | 13 | -0.4 | 0.9 | 1 | -1
NS(=O)(=O)c1ccc(NC(=S)NNC(=O)c2cccs2)cc1 | -0.8 | -1 | 0.4 | -21 | 0.3 | -4 | 0.0 | 0.6 | 8 | -3
COc1ccccc1CC(=O)NNS(=O)(=O)c1ccc([N+](=O)[O-])cc1 | -0.2 | -7 | 0.9 | -8 | -0.6 | -8 | -0.5 | 1 | -2 | -1
COc1ccc(-c2csc(NC(=O)Cn3nc(C)cc3C)n2)cc1 | 0.0 | -1 | 0.9 | -1 | 1.4 | 9 | -0.5 | 0.9 | -8 | 0
CC(C)C(=O)Nc1nnc(SCC(=O)Nc2ccc3c(c2)OCCO3)s1 | 0.1 | -1 | 1.1 | -7 | 3.7 | -11 | -0.3 | 1.1 | -14 | -1
Oc1csc(Cc2nc(-c3ccccc3F)cs2)n1 | -0.5 | 1 | 0.9 | -32 | 6.2 | 8 | -0.1 | 0.9 | -3 | -7
CCN(CC(=O)Nc1c(F)cccc1F)C(=O)COc1ccc2c(C)cc(=O)oc2c1 | -0.2 | -5 | 1.2 | -12 | 7.2 | 3 | -0.4 | 1.2 | -14 | -4
CCOc1ccc(NC(=S)/C(=C(\[O-])c2ccc(C)c([N+](=O)[O-])c2)[n+]2ccccc2)cc1 | 0.1 | -3 | 0.8 | -4 | 1.7 | 3 | 0.6 | 0.9 | . | -5
Cn1nc(-c2ccc3c(c2)OCCO3)c2ccccc2c1=O | 0.3 | -6 | 1.1 | -6 | 5.8 | 2 | 0.1 | 1.1 | 4 | -5
CS(=O)(=O)N(CC(=O)N1CCOCC1)c1cccc([N+](=O)[O-])c1 | -0.3 | -1 | 0.9 | 1 | 2.2 | -3 | 0.4 | 1 | -2 | -7
CCOc1c2ccc(C(=O)NCc3ccccc3OC)cc2nn1CC | -4.0 | -2 | 1.1 | -14 | 2.1 | -3 | -0.1 | 1.1 | . | 4
COc1cc(C(=O)NC(=S)NNC(=O)c2cnccn2)cc(OC)c1OC | -0.2 | -2 | 0.9 | -140 | -0.5 | 100* | 0.0 | 1.3 | 4 | 0
COC(=O)c1ccccc1NC(=O)CN1CCC(n2nnc3cc(C(F)(F)F)ccc32)CC1 | -0.1 | 2 | 0.9 | 2 | 6.3 | 15 | -0.1 | 1 | . | 0
CCOc1cccc(NC(=O)Cc2cccs2)c1 | -0.5 | -4 | 1 | -15 | 1.1 | -6 | 0.0 | 1 | -22 | 0
CC(C)CSC1=NSC2=NC(=O)/C(=C\c3coc4ccccc4c3=O)C(=N)N12 | 0.0 | 6 | 1.6 | 13 | 9.0* | -13 | 0.2 | 2* | -2 | -8
